# Bim-Mcl-1: disrupts Bim peptide binding to human Mcl-1. 0.1% of 190,000 active. Bead-based flow cytometry, Bim peptide-Mcl-1 binding. inhibition, % at 10 µM;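 note: 0% = no compound tracer wells and 100% = peptide blocker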
# Bcl-W Bim block: human Bim-Bcl-W interaction inhibition | inhibition, % at 10 µM | AID 952 | 0.02% of 190,000 active | bead-based flow cytometry, Bim peptide-Bcl-W binding;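 note: 0% = bound tracer without compound and 100% = peptide blocker; higher means less fluorescent Bim peptide bound to Bcl-W beads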
# Target sequence (Q92843 whole entry, looked up): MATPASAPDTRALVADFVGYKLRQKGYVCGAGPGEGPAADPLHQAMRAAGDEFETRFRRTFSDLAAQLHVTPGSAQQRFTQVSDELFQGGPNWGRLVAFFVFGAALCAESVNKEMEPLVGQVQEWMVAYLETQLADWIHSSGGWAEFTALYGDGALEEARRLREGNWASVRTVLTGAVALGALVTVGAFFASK
# Bcl-XL Bim block: inhibitors of Bim-Bcl-XL interaction, human. inhibition, % at 10 µM. Bim peptide-Bcl-XL binding, bead flow cytometry, fluorescence. Q07817. AID 1007. 0.04% of 190,000 active
# RGS4-Gao reg: modulates binding of RGS4 to human Galphao. binding response (% of control), % at 10 µM. Multiplexed bead flow cytometry; actives lie on both sides. 0.33% of 220,000 active; in the data active = binding response below about 49% or above about 150%; inactive = in between;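 note: fluorescent Galphao activated with aluminum fluoride binding bead-coupled RGS4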
# Target sequence (P09471 whole entry, looked up): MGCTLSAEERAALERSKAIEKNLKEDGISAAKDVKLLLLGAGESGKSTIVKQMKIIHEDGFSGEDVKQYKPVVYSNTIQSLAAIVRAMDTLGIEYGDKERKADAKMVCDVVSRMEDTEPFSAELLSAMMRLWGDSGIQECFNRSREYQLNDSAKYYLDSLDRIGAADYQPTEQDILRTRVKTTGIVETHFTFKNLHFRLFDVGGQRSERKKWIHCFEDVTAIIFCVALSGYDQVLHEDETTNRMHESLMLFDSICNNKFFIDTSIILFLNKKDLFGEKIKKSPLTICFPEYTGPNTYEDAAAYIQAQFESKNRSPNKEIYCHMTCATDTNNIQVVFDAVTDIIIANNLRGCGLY
# Bim-Bcl-B: human Bim-Bcl-B interaction inhibition | 0.073% of 190,000 active | Q9HD36 | bead-based flow cytometry, Bim peptide-Bcl-B binding | inhibition, % at 10 µM;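 note: 0% = tracer peptide without compound and 100% = reference inhibitor peptide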
# Target sequence (Q9HD36 whole entry, looked up): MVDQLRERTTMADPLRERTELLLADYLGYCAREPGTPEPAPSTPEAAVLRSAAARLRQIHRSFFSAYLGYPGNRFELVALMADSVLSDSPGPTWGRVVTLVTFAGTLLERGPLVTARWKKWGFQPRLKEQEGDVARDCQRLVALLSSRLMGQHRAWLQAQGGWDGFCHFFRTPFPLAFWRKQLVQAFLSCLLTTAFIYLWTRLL
# RGS7-Gao: human RGS7-Galphao interaction regulation; binding response (% of control), % at 10 µM; Multiplexed bead flow cytometry, RGS7-Galphao binding; actives lie on both sides; AID 1439; 0.35% of 220,000 active; P09471; in the data active = binding response below about 49% or above about 150%; inconclusive = no clear call, values can overlap the other calls; inactive = in between;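 note: fluorescent Galphao held in activated GDP-AlF4 state binding bead-coupled RGS7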
# Mcl1-Noxa inh: disrupts binding of human Mcl-1 to Noxa peptide. TR-FRET Mcl-1/Noxa peptide binding, 2 h. 1.5% of 220,000 active. inhibition, % at 21.7 µM. Q07820;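 active = compounds that cut the protein-peptide binding signal by more than 50% relative to plate controls in a single-dose test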;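 note: His-tagged Mcl-1 with rhodamine Noxa BH3 peptide and terbium anti-His antibody; 0% = Mcl-1 plus Noxa peptide wells and 100% = peptide-only wells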
# Bcl-2 Bim block: disrupts Bim peptide binding to human Bcl-2 | 0.06% of 190,000 active | Bead-based flow cytometry, Bim peptide-Bcl-2 binding | inhibition, % at 10 µM | P10415; in the data active = inhibition above about 40%; inconclusive = no clear call, values can overlap the other calls;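 note: 0% = no compound wells with probe peptide and 100% = reference peptide inhibitor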
# Target sequence (P10415 whole entry, looked up): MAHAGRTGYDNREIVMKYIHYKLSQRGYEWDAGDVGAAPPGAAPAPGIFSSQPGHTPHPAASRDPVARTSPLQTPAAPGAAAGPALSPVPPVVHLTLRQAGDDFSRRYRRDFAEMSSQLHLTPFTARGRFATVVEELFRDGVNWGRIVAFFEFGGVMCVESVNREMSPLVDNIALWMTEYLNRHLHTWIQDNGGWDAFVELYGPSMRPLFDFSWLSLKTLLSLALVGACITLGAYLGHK
# Bim-Bfl-1: human Bim-Bfl-1 interaction inhibition | Q16548 | Bead-based flow cytometry, Bim-Bfl-1 binding inhibition | 0.12% of 190,000 active | inhibition, % at 10 µM;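 note: 0% = wells without compound plus tracer and 100% = blocker peptide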
# Mcl1-Bid inh: Mcl-1/Bid interaction inhibition | TR-FRET Mcl-1/Bid-Dy647 peptide binding, 1536-well | 0.97% of 220,000 active | Q07820 | AID 1021 | inhibition, % at 21.7 µM;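 active = compounds that cut the binding signal by more than half at the single screening dose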;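 note: His-tagged Mcl-1 with europium anti-His antibody binding Bid BH3 peptide; 0% = Mcl-1 plus peptide wells and 100% = peptide-only wells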
# RGS8-Gao reg: human RGS8-Galphao interaction regulation; 0.34% of 220,000 active; response (percent of control binding), % at 10 µM; multiplexed bead flow cytometry, RGS8-Galphao binding; actives lie on both sides; P09471; in the data active = response below about 60% or above about 140%; inactive = in between;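 note: Galphao activated as the GDP aluminium fluoride complex binding bead-coupled RGS8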
# The depositor's hits bear a star; ? = inconclusive; nt = no result given. Cut-off read from the data, not from the text of the source, unless noted: active = inhibition above about 40%.
# Under each structure: Bim-Mcl-1, Bcl-W Bim block, Bcl-XL Bim block, RGS4-Gao reg, Bim-Bcl-B, RGS7-Gao, Mcl1-Noxa inh, Bcl-2 Bim block, Bim-Bfl-1, Mcl1-Bid inh, RGS8-Gao reg
CCOC(=O)c1ccc(N2C(=O)c3n[nH]c(C)c3C2c2ccccn2)cc1 (configuration not stated)
  -1.0, 0.0, 0.0, 96.0, -7.0, 91.2, -8.2, -10.0, -12.0, -8.6, 69.9
CCOc1cc(C2c3c(oc4cc(C)c(Cl)cc4c3=O)C(=O)N2Cc2ccco2)ccc1O (configuration not stated)
  -1.0, 0.0, 0.0, 99.8, 1.0, 97.3, 7.5, 0.0, -2.0, 35.5, 103.2
Cc1ccc(CNC(=O)C2CC(c3ccccc3[N+](=O)[O-])=NO2)o1 (configuration not stated)
  -2.0, -1.0, -6.0, 95.7, -8.0, 94.0, -0.4, -8.0, -11.0, -27.2, 99.0
CCN(C(=O)CN1CCN(c2ccccc2F)CC1)c1c(N)n(Cc2ccccc2)c(=O)[nH]c1=O
  1.0, 0.0, 0.0, 99.5, 0.0, 98.4, 8.0, -1.0, -4.0, -24.9, 96.4
N#Cc1cc(N2CCOCC2)nc2ccccc12
  nt, nt, nt, 102.1, nt, ?, -10.2, nt, nt, 13.9, 98.0
Oc1ccc(N=Nc2n[nH]c(-c3ccc(Br)cc3)n2)cc1
  -1.0, 0.0, -2.0, 97.0, -4.0, 98.5, 18.3, -6.0, -4.0, -92.5, 99.8
Cc1ccc(/C=C/C(=O)Nc2nc3ccccc3[nH]2)cc1
  -6.0, -8.0, -11.0, 99.5, -9.0, 93.1, 23.3, -7.0, -15.0, 10.2, 100.1
Nc1nc2n(n1)C(c1ccccc1Cl)CC(c1ccc(F)cc1)N2 (configuration not stated)
  1.0, 2.0, -3.0, 97.8, -4.0, 102.5, 7.0, -7.0, -7.0, -18.3, 101.7
COc1cccc(NC(=O)CNC(=O)c2ccc(OC)c(OC)c2)c1
  -1.0, -1.0, -2.0, 100.3, -3.0, 101.1, 14.9, -3.0, -6.0, -32.4, 101.7
CC1=NN(c2ccccc2)C(=O)/C1=C\c1ccc(Oc2ccc([N+](=O)[O-])cc2[N+](=O)[O-])cc1
  -2.0, 1.0, -2.0, 94.4, 3.0, 95.5, 40.9, -3.0, 4.0, 3.9, 101.3
Cc1nnc(SCC(=O)N2CCN(Cc3ccccc3)CC2)s1
  -1.0, 1.0, 0.0, 97.1, -8.0, 99.3, -13.8, -11.0, -11.0, -2.7, 102.4
O=C(O)COc1ccc2nsnc2c1Cl
  -1.0, -4.0, -1.0, 96.6, 0.0, 97.9, 6.9, 0.0, 1.0, 14.1, 98.1
COc1ccc(S(=O)(=O)N2CCCC(C(=O)NCc3ccccn3)C2)cc1 (configuration not stated)
  -3.0, 0.0, 0.0, 101.2, -5.0, 100.2, 3.1, -9.0, -13.0, 2.7, 96.2
Cc1nc2ccc(NC(=O)C3COc4ccccc4O3)cc2s1 (configuration not stated)
  nt, nt, nt, 106.1, nt, ?, 34.0, nt, nt, -74.9, 102.8
COc1ccc(/C=C/C(=O)NC(=S)NNC(=O)Cc2cccs2)cc1OC
  -2.0, 2.0, -1.0, 105.0, -23.0, 102.9, -80.8, -7.0, -3.0, -161.6, 100.9
COc1ccc(-c2ccnc(-c3ccc(OCCCF)cc3)n2)cc1
  -3.0, 2.0, -4.0, 102.0, -8.0, 104.5, 4.4, -9.0, -15.0, 6.3, 103.5
CCc1ccc(N(CC(=O)NC2CCCCC2)S(=O)(=O)c2c(C)noc2C)cc1
  -6.0, -4.0, -10.0, 98.0, -5.0, 98.9, 15.7, -9.0, -11.0, -2.5, 101.2
Cc1cc(CN2CCCC(CO)(Cc3cccc(Cl)c3)C2)n[nH]1 (configuration not stated)
  0.0, -5.0, -3.0, 107.7, -4.0, 111.7, 10.1, -2.0, -6.0, -30.7, 111.3
COc1ccccc1C1=NN(C2=NN=C(N)Cc3ncnn32)C(O)(C(F)(F)F)C1 (configuration not stated)
  0.0, -2.0, 0.0, 93.2, 1.0, 90.2, -16.6, -1.0, 5.0, 3.3, 86.1
COc1ccccc1Nc1nc(-c2c(C)nc3ncccn23)cs1
  15.0, 16.0, 27.0, 99.0, 17.0, 97.0, 14.6, 4.0, 6.0, -62.0, 98.6
COc1ccc(CN2CC(=O)N(c3ccc(C)cc3C)C2=S)cc1OC
  -6.0, -6.0, -6.0, 105.7, -19.0, 108.5, 0.3, -5.0, -2.0, -4.6, 105.6
CCCCOC(=O)Cn1c(=O)n(CC(=O)OCCCC)c2cc(C)ccc21
  0.0, 4.0, 2.0, 102.9, -1.0, 103.3, 12.2, -1.0, 1.0, 16.1, 102.6
CC(C)[C@H](NC(=O)c1ccccc1)C(=O)OCc1nc2scc(-c3ccccc3)c2c(=O)[nH]1
  0.0, 0.0, -3.0, 99.9, 0.0, 98.5, 2.1, 0.0, -1.0, -1.8, 98.8
COc1cc(C(CC(=O)N2CCCC2)c2c(OC)cc(OC)c3ccc(=O)oc23)cc(OC)c1OC (configuration not stated)
  nt, nt, nt, 96.3, nt, ?, -5.9, nt, nt, -53.2, 99.5
CCCSc1nnc2n(-c3ccccc3OC)c(=O)c3c4c(sc3n12)CCC4
  -6.0, -4.0, -7.0, 101.5, -8.0, 103.8, 1.4, -14.0, -18.0, -3.5, 100.1
COc1ccc(OC)c(S(=O)(=O)N2CCC(C(=O)N(C)Cc3ccccc3)CC2)c1
  nt, nt, nt, 83.8, nt, ?, 10.6, nt, nt, -6.1, 98.8
CC1CN(C(=S)SCCN2C(=O)CCC2=O)CC(C)O1 (configuration not stated)
  -3.0, -2.0, -2.0, 87.9, -2.0, 82.8, -3.3, -4.0, -6.0, -44.8, 94.4
CCC(=O)Oc1ccc(C(CC)C(CC)c2ccc(OC(=O)CC)cc2)cc1 (configuration not stated)
  -5.0, -3.0, -1.0, 100.2, -2.0, 101.5, -13.6, -2.0, 1.0, -9.7, 97.5
C=C(C)C(=O)N1CC2(CC(c3cccc(NC(=O)CC(c4ccccc4)c4ccccc4)c3)=NO2)C[C@H]1C(N)=O (some centres not stated)
  nt, nt, nt, 105.3, nt, ?, 37.5, nt, nt, 10.3, 106.7
C/C(CC(=O)Nc1ccc(Cl)c(Cl)c1)=N\NC(N)=S
  0.0, -4.0, -4.0, 98.8, -6.0, 102.3, -31.8, -1.0, 1.0, -164.6, 94.0
COc1ccccc1C(=O)N(Cc1cccs1)C1CCS(=O)(=O)C1 (configuration not stated)
  -1.0, 2.0, -3.0, 101.9, -7.0, 97.5, 3.4, -6.0, -7.0, -1.2, 101.1
Cc1cc(NC(=O)c2ccc([N+](=O)[O-])cc2)n(C)n1
  nt, nt, nt, 100.2, nt, ?, 11.3, nt, nt, -22.4, 101.5
Cc1ccc(S(=O)(=O)[N-]c2nc3ccccc3nc2-n2cc[n+](CCC(C)C)c2)cc1
  0.0, 0.0, -1.0, 99.1, -6.0, 97.9, -1.2, -5.0, -6.0, -13.8, 99.6
CC(C)[C@H](CN(N=O)[C@@H](Cc1ccccc1)CN(C)N=O)N(CCc1ccccc1)N=O
  -3.0, -1.0, 0.0, 85.0, -5.0, 84.1, 8.1, -1.0, -3.0, -1.2, 88.6
CC(C)N(C)CCOC(=O)C1COc2ccccc2O1 (configuration not stated)
  nt, nt, nt, 106.2, nt, ?, 23.3, nt, nt, -17.5, 104.8
COCC(=O)Nc1nnc(-c2ccc(C(C)(C)C)cc2)s1
  0.0, 0.0, -2.0, 99.5, -3.0, ?, 19.0, -1.0, -6.0, -8.1, 99.6
O=c1c2ccccc2c2ccccc2c(=O)n1CC1CCCO1 (configuration not stated)
  -5.0, 1.0, -3.0, 121.1, 0.0, 120.9, 5.6, -4.0, -3.0, -28.0, 127.0
Cn1c(-c2ccc3nc(N)sc3c2)nc2cc(N)ccc21
  -3.0, 2.0, -2.0, 98.1, 1.0, 100.8, 36.8, 0.0, 2.0, -41.3, 102.9
CNC(=O)CCc1[nH]c2ccccc2c1Sc1ccccc1
  -4.0, 0.0, 0.0, 87.5, 0.0, 83.3, -1.5, -9.0, -5.0, -21.2, 96.9
O=C(CN1CCc2ccccc21)NCc1ccccc1Cl
  -6.0, -4.0, -8.0, 96.6, -11.0, 97.5, 24.4, -3.0, -6.0, -32.9, 98.8
C=CCN(CC=C)S(=O)(=O)c1ccc(C(=O)Nc2nnc(COC)o2)cc1
  -3.0, -5.0, -4.0, 92.3, -4.0, 96.5, -20.0, -3.0, -3.0, -55.5, 101.7
O=C1Oc2ccccc2C(=O)/C1=C/c1ccccc1O
  -3.0, 0.0, -3.0, 102.2, 4.0, ?, 81.4*, 5.0, 4.0, 24.1, 97.4
CC(=O)Nc1ccc(S(=O)(=O)N(CC(=O)O)Cc2ccccc2)cc1
  -2.0, -3.0, -1.0, 100.0, -3.0, 97.7, 7.1, -1.0, -2.0, 6.0, 101.0
CN(C(=O)CC1C(=O)NCCN1CC(c1ccccc1)c1ccccc1)C(C1CC1)C1CC1 (configuration not stated)
  nt, nt, nt, 102.0, nt, ?, 19.4, nt, nt, -20.0, 101.1
COc1ccc(C=C2C(=O)OC(C)(C)OC2=O)cc1OC
  nt, nt, nt, 98.9, nt, ?, -6.6, nt, nt, -41.0, 98.1
CCOc1cc(C)c(Cl)cc1S(=O)(=O)NCC1CCCO1 (configuration not stated)
  -6.0, -2.0, -2.0, 100.4, -4.0, 97.2, 8.3, -1.0, -2.0, -8.2, 97.0
O=C(O)c1cccn1Cc1ccccc1F
  -3.0, -2.0, -9.0, 98.7, -11.0, 93.7, -3.2, -7.0, -20.0, -19.1, 102.6
COC(=O)c1ccccc1NC(=O)CCNC(=O)Cn1cnc2ccccc2c1=O
  -3.0, -1.0, 0.0, 104.2, -2.0, 105.5, 6.7, -1.0, 0.0, -19.6, 104.1
CC(CNC(=O)c1ccc2c(c1)OCO2)c1ccc([N+](=O)[O-])cc1 (configuration not stated)
  2.0, -1.0, 0.0, 106.5, -3.0, 104.6, 8.7, -1.0, -1.0, -43.2, 104.7
CC1(C)CC(C(CCN(Cc2ccccc2)C(=O)c2ccco2)c2ccc(F)cc2)CCO1 (configuration not stated)
  -1.0, -1.0, -5.0, 98.1, -4.0, 99.3, 5.8, 0.0, 0.0, -0.3, 103.3
CC1CCC(NC(=O)c2ccc3nc[nH]c3c2)CC1 (configuration not stated)
  -3.0, -1.0, 0.0, 98.0, -2.0, 95.5, 12.0, -6.0, -2.0, -13.8, 98.3
Cc1cc(C)cc(NC(=O)CSc2nc3[nH]ncc3c(=O)[nH]2)c1
  -5.0, -4.0, -5.0, 96.0, -7.0, 98.0, 13.8, 0.0, 0.0, -25.5, 98.4
O=C(NC1CCCCC1)c1cc(F)cc2c1OCOC2
  nt, nt, nt, 109.2, nt, ?, -23.1, nt, nt, -11.8, 104.2
Cc1cccc(-n2nc3c(c2NC(=O)c2ccco2)CS(=O)C3)c1C (configuration not stated)
  -3.0, -2.0, -1.0, 94.9, -6.0, 93.8, 3.9, -6.0, -6.0, -5.5, 97.8
